High-throughput results from PubChem.
OXTR potentiate: potentiators of human oxytocin receptor; activation, % at 3 µM; CHO-OTR cells, Fluo-8 calcium fluorescence, potentiator mode; 0% = oxytocin EC15, 100% = EC100; 320,000 tested, 0.061% active; P30559;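 active means activation above that plate's cutoff, the mean activation of tested compounds plus 3 SD, cut at about 6.6% in these data, passing the limit was not always enough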;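 further: 100% uses oxytocin at 75 nM as the full agonist control; some results filed as inactive read as strong as hits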
Target sequence (P30559 whole entry, looked up): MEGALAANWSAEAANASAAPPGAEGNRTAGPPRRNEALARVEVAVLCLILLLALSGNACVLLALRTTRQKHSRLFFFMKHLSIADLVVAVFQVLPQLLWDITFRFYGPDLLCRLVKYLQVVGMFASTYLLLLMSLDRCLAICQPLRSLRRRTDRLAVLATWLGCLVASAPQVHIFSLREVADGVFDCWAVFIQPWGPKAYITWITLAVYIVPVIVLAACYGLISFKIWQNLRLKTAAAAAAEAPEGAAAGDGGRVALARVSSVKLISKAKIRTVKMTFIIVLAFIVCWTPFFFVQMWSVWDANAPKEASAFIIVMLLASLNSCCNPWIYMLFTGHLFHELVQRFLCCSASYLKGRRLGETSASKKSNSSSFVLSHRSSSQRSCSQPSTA
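Material: human OTR in CHO cells. Compound: 3.0 µM, one dose. Timing: compound 6 min at room temperature before oxytocin, 100 s read. Evaluation: % activation of max/min ratio relative to oxytocin controls. Replication: single well per compound, singlicate. Signal: Fluo-8 calcium dye fluorescence.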
CHRM4 antagonist: CHRM4 antagonism in calcium assay. CHO-hM4 cells, ACh EC80, Fluo-8 calcium fluorescence. 360,000 tested, 0.73% active. inhibition, % at 3 µM;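 active means inhibition above its plate's cutoff, the mean inhibition of sample wells plus 3 SD, cut at about 27% in these data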;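 further: 0% = acetylcholine EC80 with DMSO and 100% = DMSO without agonist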
Target sequence (P08173 whole entry, looked up): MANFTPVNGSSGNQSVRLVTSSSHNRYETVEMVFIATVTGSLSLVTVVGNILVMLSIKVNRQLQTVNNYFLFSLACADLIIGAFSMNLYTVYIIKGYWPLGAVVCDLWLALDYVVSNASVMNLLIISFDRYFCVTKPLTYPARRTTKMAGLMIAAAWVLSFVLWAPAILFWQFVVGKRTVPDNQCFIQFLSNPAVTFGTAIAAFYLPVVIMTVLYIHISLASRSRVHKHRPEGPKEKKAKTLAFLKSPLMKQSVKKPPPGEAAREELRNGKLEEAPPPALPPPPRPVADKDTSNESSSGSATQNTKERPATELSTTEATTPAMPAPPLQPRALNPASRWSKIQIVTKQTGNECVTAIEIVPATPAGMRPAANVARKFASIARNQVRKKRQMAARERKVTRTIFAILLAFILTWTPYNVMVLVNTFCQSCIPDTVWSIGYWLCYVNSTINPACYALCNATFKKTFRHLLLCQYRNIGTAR
CHO parental Ca: signal in parental CHO cells, OX1R antagonist counter-screen | parental CHO-K1, ATP-induced calcium, Fluo-8 fluorescence | 330,000 tested, 0.63% active | inhibition, % at 5.6 µM | AID 463079;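 active means inhibition above that plate's mean sample inhibition plus 3 SD, cut at about 26% in these data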;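 further: 0% = ATP-challenged DMSO wells and 100% = DMSO wells without ATP; some compounds past the cut are filed as inactive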
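Assay system: parental CHO cells; Read-out basis: percent inhibition of ATP-evoked calcium rise, normalized to controls; Benchmarks: ATP and no-ATP DMSO wells; Compound dosing: single nominal dose of 5.6 µM per compound; Signal: Fluo-8 calcium dye fluorescence; Also added: ATP as calcium-mobilizing challenge; Repeats: singlicate.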
CHO-K1 Ca antag: M1 antagonist counterscreen hit in parental CHO-K1 cells; inhibition, % at 3 µM; ATP-induced calcium, Fluo-8 fluorescence; 360,000 tested, 0.6% active;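 active means inhibition above a per-plate cutoff, the plate's mean sample inhibition plus 3 SD, cut at about 24% in these data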;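 further: 0% = DMSO plus EC80 ATP and 100% = DMSO alone without ATP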
CHRM1 PAM: positive allosteric modulators of human M1 muscarinic receptor; P11229; CHO-K1 hM1, Fluo-8 calcium fluorescence, ACh EC20; 0% = ACh EC20, 100% = maximal ACh; activation, % at 3 µM; 360,000 tested, 0.088% active; AID 588819; in the data active means activation above about 19%, passing the limit was not always enough
CHRM4 agonist: CHRM4 agonism in calcium assay | CHO-K1 hM4/Gqi5, Fluo-8 calcium fluorescence; vehicle 0%, full acetylcholine response 100% | P08173 | activation, % at 3 µM | 360,000 tested, 0.14% active;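 active means activation above the run mean over all test wells plus 3 SD, cut at about 32% in these data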;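 further: peak over basal fluorescence ratio per well then scaled between controls; 0% = DMSO wells and 100% = acetylcholine at EC100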
M1 antag: blocks human M1 muscarinic receptor; P11229; CHO-K1 hM1, Fluo-8 calcium fluorescence, ACh EC80 antagonist; inhibition, % at 3 µM; 360,000 tested, 1.3% active; AID 588852;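 active means percent inhibition above its own plate's cutoff, namely the mean of that plate's compound wells plus 3 SD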;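 further: peak over basal fluorescence ratio during 140 s after agonist addition; 0% = ACh EC80 plus DMSO and 100% = DMSO alone without agonist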
M1 ag: activates human CHRM1 receptor. 360,000 tested, 0.33% active. CHO-K1 hM1, Fluo-8 calcium fluorescence, agonist mode; 0% DMSO, 100% acetylcholine EC100. activation, % at 3 µM. AID 588814;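 active means activation above the run's mean compound activation plus 3 SD, cut at about 16% in these data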;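 further: peak over basal fluorescence ratio within a 140 s kinetic read after compound addition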
CHO-K1 Ca ag: counter-screen for M1 agonists: effect in parental CHO-K1 cells. Fluo-8 calcium fluorescence; scaled to maximal ATP response, vehicle zero. activation, % at 3 µM. 360,000 tested, 0.48% active. AID 602248; in the data active means activation above about 15%;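 further: untransfected CHO-K1 host cells lacking M1 receptor as counterscreen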
* hit, by the source's call; . = not tested or not shown.

smiles	OXTR potentiate	CHRM4 antagonist	CHO parental Ca	CHO-K1 Ca antag	CHRM1 PAM	CHRM4 agonist	M1 antag	M1 ag	CHO-K1 Ca ag
O=C1Nc2ccccc2OC1CC(=O)N1CCN(c2cccc(C(F)(F)F)c2)CC1 (stereo not given)	-10	-1	-12	-20	1	13	-9	-1	6.2
CCCNC(=O)c1ccccc1NC(=O)c1cccc(-n2cnnn2)c1	1	-2	-17	5	-1	5	9	-2	1.5
CC(C)Oc1cccc(C2NC(=O)c3ccccc3O2)c1 (stereo not given)	-2	-7	-14	-4	5	0	-13	-2	0.1
O=C(Nc1ccccc1[N+](=O)[O-])c1cc(S(=O)(=O)Nc2ccccn2)ccc1Cl	-13	0	-13	-19	10	5	-6	-5	3.6
Cc1ccc(N(C)S(=O)(=O)c2cccc(C(=O)NCC(c3ccco3)N3CCCC3)c2)cc1 (stereo not given)	-3	-6	-19	21	-11	2	24	-7	0.8
Cc1ccc(C2c3[nH]c4ccccc4c3C[C@H]3C(=O)N(c4ccccc4C(=O)N4CCC[C@H]4C(=O)O)C(=O)N23)cc1 (stereo not given in full)	-3	-5	-11	0	4	2	-5	-4	0.1
O=C(O)C(CO)(c1ccccc1)c1ccccc1	-8	-17	-11	-23	10	1	-12	-3	0.1
C/C(=N/NC(=O)c1cc(-c2cccc([N+](=O)[O-])c2)n[nH]1)c1cccc(O)c1	-5	-1	10	-23	6	1	-19	0	0.9
C[C@@H]1NC(=O)N(c2ccc(F)cc2)C1=O	.	-4	.	-6	10	0	-11	-6	1.0
CCc1nc2ccc(C(=O)Nc3ccc(C(N)=O)cc3)cn2c1N(CCC(C)C)CCN(C)C	.	-6	.	-3	-2	0	-3	-2	0.4
O=C(NCCCNC(=O)c1ccccn1)c1ccccn1	-6	2	-5	-11	7	1	-6	-3	0.1
FC(F)(F)c1cccc(N2CCc3cn[nH]c32)c1	5	1	-24	-9	7	-1	2	-2	-0.3
O=C1N/C(=N/S(=O)(=O)Cc2ccccc2)S/C1=C/c1ccc2c(c1)OCO2	3	-4	-3	-10	18	1	-16	0	0.0
O=C(CNc1cc([N+](=O)[O-])ccc1NCCO)Nc1cccc(S(=O)(=O)N2CCCCC2)c1	-4	-10	-5	-11	5	1	-6	-5	0.3
CCOCCCNC(=S)Nc1ccc2nc(N3CCCC3)cc(C)c2c1	-5	-3	-11	-6	3	0	-4	-9	-0.1
CN(C)C(=O)CCc1ccc2c3c([nH]c2c1)[C@]1(CCC2CCCC2)[C@@H](C(=O)N2CCOCC2)C[C@H](CC(=O)NCC24CC5CC(CC(C5)C2)C4)C(=O)N1CC3	.	2	5	-12	-3	0	-2	-3	-0.1
COc1ccccc1N1CCN(S(=O)(=O)c2cc(Br)cnc2N)CC1	-9	-1	-26	-13	-19	1	24	-4	4.0
COc1ccc(C2C(C#N)=C(N)Oc3cc(C)n(Cc4ccncc4)c(=O)c32)cc1 (stereo not given)	-18	-2	1	1	11	1	-16	-2	-0.1
CC(C)COP(=O)(c1ccc(N(C)C)cc1)C(O)c1ccccc1 (stereo not given)	-2	-6	-9	-12	7	0	-3	-3	1.0
COc1cccc(-c2nc(-c3ccccc3)nc(N3CCN(C)CC3)c2C#N)c1	-10	-3	-29	-5	8	2	-10	-3	0.1
N#Cc1ccccc1OCC(=O)NNC(=O)c1ccncc1	5	-2	2	-11	-1	1	3	-4	0.1
OC1CCCN(CC(O)COc2ccc(-c3ccccc3)cc2)C1 (stereo not given)	-12	6	5	-15	5	5	-1	-8	7.1
O=C(Nc1sc2c(c1C(=O)NCC(O)CO)CCCC2)c1ccccc1 (stereo not given)	-12	6	-3	-1	-4	1	12	1	0.6
COCCN(C(=O)C(=O)NC1CCCC1)C(C(=O)NC1CCCC1)c1ccccc1F (stereo not given)	-2	-3	-19	-16	10	1	-4	-3	1.8

Whole records from above. Values in the order: OXTR potentiate	CHRM4 antagonist	CHO parental Ca	CHO-K1 Ca antag	CHRM1 PAM	CHRM4 agonist	M1 antag	M1 ag	CHO-K1 Ca ag
O=C(Nc1sc2c(c1C(=O)NCC(O)CO)CCCC2)c1ccccc1 (stereo not given) in the list: -12	6	-3	-1	-4	1	12	1	0.6
COc1cccc(-c2nc(-c3ccccc3)nc(N3CCN(C)CC3)c2C#N)c1 in the list: -10	-3	-29	-5	8	2	-10	-3	0.1
COc1ccc(C2C(C#N)=C(N)Oc3cc(C)n(Cc4ccncc4)c(=O)c32)cc1 (stereo not given) in the list: -18	-2	1	1	11	1	-16	-2	-0.1
COc1ccccc1N1CCN(S(=O)(=O)c2cc(Br)cnc2N)CC1 in the list: -9	-1	-26	-13	-19	1	24	-4	4.0
N#Cc1ccccc1OCC(=O)NNC(=O)c1ccncc1 in the list: 5	-2	2	-11	-1	1	3	-4	0.1

Next part:
smiles	OXTR potentiate	CHRM4 antagonist	CHO parental Ca	CHO-K1 Ca antag	CHRM1 PAM	CHRM4 agonist	M1 antag	M1 ag	CHO-K1 Ca ag
O=C(Nc1ccc(Oc2c(F)c(F)c(F)c(F)c2F)cc1)OC1CCN2Cc3ccccc3N=C12 (stereo not given)	-13	0	-23	4	-9	9	15	-6	3.6
Cc1ccc2c(c1)sc(C)[n+]2CCCS(=O)(=O)[O-]	-11	-10	-17	-9	9	0	-11	-2	0.1
Cc1cc(=O)oc2cc(OCC(=O)OCC(=O)Nc3ccccc3C(C)C)ccc12	-5	-10	-10	-4	10	2	-6	-3	0.5
COc1ccc(C(C#N)=Cc2ccc(N(C)CCC#N)cc2)cc1	.	11	.	10	-15	5	29	0	2.6
N#CCC(=O)N/N=C/c1ccc(OCC(=O)Nc2ccc(F)cc2)cc1	-7	-5	0	-9	3	4	-1	-4	0.4
O=C(CNC(=O)c1cccc(F)c1)OCc1cc(=O)n2cc(Br)ccc2n1	-1	19	-24	-10	-5	1	13	-4	0.8
CCOC(=O)N1CCN(C(=O)COc2ccc3c(c2)C(=O)CC2(CCN(C(C)=O)CC2)O3)CC1	-2	19	6	7	-2	0	10	-6	0.0
Cc1nc(SCC(=O)Nc2nc3ccccc3s2)c(C#N)c(C)c1C	-6	7	-17	-5	7	1	-5	-8	0.1
O=C(COC(=O)CCOc1ccccc1)NCCc1ccccc1	-8	-2	-31	3	1	17	1	-2	3.9
OCCCn1c(-c2ccccc2)n[nH]c1=S	-7	-1	9	0	1	0	-2	-1	-0.2
Oc1c(C(c2ccccn2)N2CCOCC2)ccc2cccnc12 (stereo not given)	2	-3	-6	-1	1	1	-6	-8	0.9
CSCc1cc(N2CCOCC2)nc(SCc2ccc(Cl)c(Cl)c2)n1	4	9	-34	-13	-6	1	5	-5	-0.2
CC(CCc1ccccc1)NC(=O)c1ccc(NC(=O)c2ccc(Cl)cc2Cl)cc1 (stereo not given)	-4	-10	-5	-10	-2	1	0	-6	0.3
COCCNC(=O)c1ccccc1N(Cc1ccccc1)S(=O)(=O)c1ccccc1	-3	-1	-14	-7	6	1	-5	-5	0.9
Cc1ccc2cc(/C=N/NC(=O)c3ccc(F)cc3)c(Cl)nc2c1	-3	1	-8	11	-9	11	19	-4	1.2
COc1cccc2c(=O)ccoc12	-2	0	-5	10	0	0	8	-2	0.2
Cc1cc2nc(CCN(C(=S)NCC3CCCO3)C3CCCC3)[nH]c2cc1C (stereo not given)	-4	0	-29	-14	6	1	-4	-5	-0.2
COc1cc2c(cc1OC)CN(C(=O)c1ccc(N3CCCC3)c([N+](=O)[O-])c1)CC2	-7	7	-16	-6	3	3	-1	-2	3.0
CC(=O)C12CCCCC1CC1C3CC(C)C4(O)CC(=O)CCC4(C)C3CCC12C (stereo not given)	0	7	-16	-20	1	-1	-3	-4	0.7
O=C(C=Cc1ccccc1)N1CCCCC1	.	-10	.	5	1	0	-5	-6	-0.4
Cc1ccc(S(=O)(=O)NCC(=O)NCC(=O)OCC(=O)N2CC(=O)Nc3ccccc32)cc1C	-18	1	-4	-21	4	0	-9	-3	0.2
CCOC(=O)c1c(N)nn(C(C)=O)c1-c1ccccc1	-4	-4	-12	-5	-1	0	-1	-3	0.7
O=C(CN1C(=O)NC2(CCOc3ccccc32)C1=O)N1CCCCC1 (stereo not given)	0	-2	1	-14	11	-1	-12	-2	-0.3
O=C1[C@@H](c2ccccc2)[C@@H](c2ccccc2)N1c1cccnc1	.	-2	3	-21	23	-1	-14	5	0.6
O=C(CCCC(=O)N1CCc2ccccc21)N1CCc2ccccc21	.	-1	.	-2	12	1	-10	-3	0.0
CC(C)c1ccc(NC(=S)NN2CCOCC2)cc1	-2	8	-2	3	5	1	-6	-4	0.5
